GLP1R cytotox = cytotoxic in the GLP-1 receptor inverse agonist counter-screen; 0.13% of 410,000 active; AID 624418; Potency, µM (doses to about 38.3 µM), inactives show top-dose activity change, negative = inhibition, hits mostly inhibitors; HEK293 cAMP-luciferase reporter cells, luminescence, 24 h;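 note: loss of luciferase light is scored as toxicity; potency is the fitted concentration of half-maximal effect; % is set by controls: 0 for no effect and ±100 for the full control effect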
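Compound-treated cells are incubated 24 hr at 37 deg C under 5% CO2 after a 12 hour attachment period, then luciferase detection reagent is added and luminescence is measured following 12 min at room temperature; lowered signal indicates toxicity.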
EPAC1 antag = blocks human EPAC1 exchange factor; Potency, µM (top dose mostly 115 µM), for inactives: at the highest dose activity change, negative = inhibition, most hits filed as inhibitors; AID 720709; 0.14% of 360,000 active; O95398; EPAC1 GEF assay, Rap1b-BODIPY-GDP exchange fluorescence;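 note: potency is the fitted concentration of half-maximal effect; plate controls were vehicle for no effect and positive control for full effect; nearly all actives have a fitted effect of over 50% in size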
PI5P4Ka inh = PI5P4K alpha (human) kinase inhibition. P48426. PI5P4Kalpha enzyme, ADP-Glo luminescence, 60 min; hits give low values. max response, %. 1.2% of 330,000 active; active = max response of -50% or lower; inconclusive = between -30% and -50%; inactive = -30% or higher; note: value at the top dose of about 77 µM; % is set by controls: 0 for no effect and ±100 for the full control effect
Target sequence (P48426 whole entry, looked up): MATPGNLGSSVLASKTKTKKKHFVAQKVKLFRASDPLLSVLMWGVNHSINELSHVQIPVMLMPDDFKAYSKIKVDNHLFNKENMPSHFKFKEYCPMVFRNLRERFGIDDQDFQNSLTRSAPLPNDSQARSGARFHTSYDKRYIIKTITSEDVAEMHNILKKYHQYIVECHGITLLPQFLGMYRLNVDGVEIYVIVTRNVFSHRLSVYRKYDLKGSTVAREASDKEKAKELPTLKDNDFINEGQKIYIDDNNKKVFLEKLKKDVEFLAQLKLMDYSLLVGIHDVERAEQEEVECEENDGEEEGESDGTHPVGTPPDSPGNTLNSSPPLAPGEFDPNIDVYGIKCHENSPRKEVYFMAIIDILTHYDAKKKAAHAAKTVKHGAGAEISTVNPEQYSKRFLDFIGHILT
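Single end-point luminescence (ADP-Glo) quantified ADP from PI5P4Kalpha turnover; ATP 5 microM final, 1 h at RT, 0.1% CHAPS and 0.28 mM EGTA in HEPES pH 7.4.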
IL-2 act = activators of IL-2; IL-2 activation reporter assay, cell-based qHTS; stimulated with anti-CD3/CD4/CD28 beads; in transgenic mouse T cells; activation, % (series mostly up to about 46 µM); AID 652025; 0.065% of 360,000 active; in the data active = activation above about 50%; inconclusive = mostly about 30% to 49%; note: 0% is about no effect
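Quantitative HTS in unstimulated transgenic mouse T cells, with memory T cells as non-tolerant control and PMA/ionomycin as tolerance-bypass control. Compound pretreatment lasted 60 minutes before 18 h bead stimulation; EGFP/DsRed fluorescence read.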
EPAC1 agonist = activates human EPAC1 exchange factor; EPAC1 agonist qHTS, biochemical assay; response scale: 100% = response to 6.5 mM cAMP; Potency, µM (titrated, usually from 154 µM), inactives show at the top dose activation, most hits filed as activators; 0.073% of 360,000 active; note: potency is the fitted concentration of half-maximal effect; nearly all actives have a fitted effect of over 60% in size
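Normalized to 6.5 mM cAMP, activity reflects EPAC1-catalysed release of BODIPY-GDP from Rap1B, followed kinetically over 30 min at 480 nm excitation, 540 nm emission. Reaction contained 100 nM EPAC1, 250 nM Rap1B-BODIPY-GDP, 50 uM GDP.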
PLK1 PBD block = blocks phosphopeptide binding to human PLK1 polo-box domain | P53350 | Plk1 PBD binding of FITC phosphopeptide, fluorescence polarization | 2.8% of 360,000 active | AID 720504 | Potency, µM, for inactives: max response, negative = inhibition, most hits filed as inhibitors; note: potency is the fitted concentration of half-maximal effect; series mostly up to about 57 µM; % is set by controls: 0 for no effect and ±100 for the full control effect; nearly all actives have a fitted effect of over 65% in size
GLP1R inv ag = inverse agonists of human GLP-1 receptor | Potency, µM (top dose mostly 38.3 µM), for the others: at the top dose activity change, negative = inhibition, hits mostly inhibitors | P43220 | 1.6% of 410,000 active | HEK293 GLP-1R CRE-luciferase, luminescence, 24 h; GLP-1R form is constitutively active; note: potency is the fitted concentration of half-maximal effect; % is set by controls: 0 for no effect and ±100 for the full control effect; nearly all actives have a fitted effect of over 55% in size
Target sequence (P43220 whole entry, looked up): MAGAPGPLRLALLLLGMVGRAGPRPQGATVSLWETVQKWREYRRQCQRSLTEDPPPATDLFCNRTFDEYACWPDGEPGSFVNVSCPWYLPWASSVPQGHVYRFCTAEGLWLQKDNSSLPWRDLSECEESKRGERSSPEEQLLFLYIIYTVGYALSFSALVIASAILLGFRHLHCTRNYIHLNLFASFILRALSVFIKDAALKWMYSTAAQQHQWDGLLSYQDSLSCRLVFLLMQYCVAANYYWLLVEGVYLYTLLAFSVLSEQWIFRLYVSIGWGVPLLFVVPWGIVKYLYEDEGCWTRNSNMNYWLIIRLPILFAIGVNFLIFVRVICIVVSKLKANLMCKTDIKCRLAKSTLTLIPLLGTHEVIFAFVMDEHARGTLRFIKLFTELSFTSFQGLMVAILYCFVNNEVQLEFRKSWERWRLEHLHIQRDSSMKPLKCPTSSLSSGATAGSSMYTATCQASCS
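Inverse agonists were sought by their lowering of basal cAMP reporter luciferase output in HEK293 cells stably carrying constitutively active human GLP-1R, after 24 h compound treatment.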
GLP-1R agonist = GLP-1 receptor (human) agonism; P43220; HEK293 GLP-1R CRE-luciferase, luminescence, 4-6 h; cells express a hypersensitive GLP-1R form; Potency, µM (titrated, usually from 45.6 µM), for the others: at the highest dose activation, usual class: activators; 0.007% of 380,000 active; AID 624172; note: potency is the fitted concentration of half-maximal effect; % of control where 0% means no effect
PTHR1 agonist = agonists of human PTHR1 parathyroid hormone receptor. 0.075% of 410,000 active. Potency, µM (series often up to 115 µM), for inactives: at the top dose activation, most hits filed as activators. HEK293 GP2 PTHR1 cells, GloSensor cAMP luminescence, 1 h; note: potency is the fitted concentration of half-maximal effect; nearly all actives have a fitted effect of over 55% in size; some results filed as inactive show a strong effect at the top dose; inactives centre near -15; many of its hits are not listed in these tables
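HEK-293-derived GP2 cells expressing PTHR1 and a GloSensor cAMP reporter, 3,000/well, plated overnight, given luciferin plus IBMX (each 0.5 mM as added) for 1 h at 37 °C, then compound for 1 h at 37 °C. Luminescence was read after 15 min at room temperature.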
Numbers without * were called inactive; i = inactive; ? = inconclusive; · = not tested or not shown; & = joins results of further samples; [ ] = another dose, or the depositor's remark. Unless noted, calls come from the whole dose curve; as a rule, active = well fitted curve in the direction sought with a large enough effect; inconclusive = small, poorly fitted or top-dose-only effect, or another doubt; inactive = no such curve, though single readings can be large; an effect the other way counts as inactive or inconclusive. Not all compounds are listed; count on the stated rates, not on these rows.

Start of the data: the first 7 compounds as a preview:
Below each compound – IL-2 act | PLK1 PBD block | GLP-1R agonist | GLP1R cytotox | EPAC1 agonist | PI5P4Ka inh | GLP1R inv ag | EPAC1 antag | PTHR1 agonist
1	COc1ccc(NC(=O)COC(=O)CCc2nc3ccccc3c(=O)[nH]2)cc1Cl
 : 0.3 | -11% | 1% | 4% | -1% | 0 | 2% | -3% | i
2	Cc1cccc(C)c1NC(=O)COC(=O)c1cc(S(=O)(=O)Nc2ccc(Cl)cc2)ccc1O
 : 0.9 | -19% | 2% | -8% | -12% | -1 | -18% | -8% | -6%
3	Cc1ccc(NC(=O)CSc2ccc(-c3cccnc3)nn2)c(C)c1
 : -0.2 | -9% | -1% | -1% | 4% | 2 | 37%[activator] | -1% | 11%
4	O=C(Cc1c[nH]c2ccccc12)N1CCN(S(=O)(=O)c2ccc(F)cc2)CC1
 : -1.0 | 0% | 1% | -6% | 2% | 4 | -15% | 4% | i
5	CS(=O)(=O)c1ccc(S(=O)CC(=O)Oc2ccc(Cl)cc2)c([N+](=O)[O-])c1 (stereo not given)
 : 0.6 | 3µM* | 0% | -31% | -3% | -9 | ? | -22% | -37%[inhibitor]
6	COCCCNC(=O)C[C@@H]1C[C@@]2(C(=O)OC)CC(C)(C)CC=C2N(Cc2cccc3ccccc23)C1=O
 : -0.1 | -4% | · | -4% | -4% | -3 | -12% | -14% | -14%
7	Cc1nc2ncnn2c(N2CCCC(C(=O)Nc3ccccc3Br)C2)c1C (stereo not given)
 : -5.2 | -6% | 8% | 17% | 9% | -8 | 2% | 18% | -34%[inhibitor]

All compounds of this part, previewed entries included:
Below each compound – IL-2 act | PLK1 PBD block | GLP-1R agonist | GLP1R cytotox | EPAC1 agonist | PI5P4Ka inh | GLP1R inv ag | EPAC1 antag | PTHR1 agonist
1	COc1ccc(NC(=O)COC(=O)CCc2nc3ccccc3c(=O)[nH]2)cc1Cl
 : 0.3 | -11% | 1% | 4% | -1% | 0 | 2% | -3% | i
2	Cc1cccc(C)c1NC(=O)COC(=O)c1cc(S(=O)(=O)Nc2ccc(Cl)cc2)ccc1O
 : 0.9 | -19% | 2% | -8% | -12% | -1 | -18% | -8% | -6%
3	Cc1ccc(NC(=O)CSc2ccc(-c3cccnc3)nn2)c(C)c1
 : -0.2 | -9% | -1% | -1% | 4% | 2 | 37%[activator] | -1% | 11%
4	O=C(Cc1c[nH]c2ccccc12)N1CCN(S(=O)(=O)c2ccc(F)cc2)CC1
 : -1.0 | 0% | 1% | -6% | 2% | 4 | -15% | 4% | i
5	CS(=O)(=O)c1ccc(S(=O)CC(=O)Oc2ccc(Cl)cc2)c([N+](=O)[O-])c1 (stereo not given)
 : 0.6 | 3µM* | 0% | -31% | -3% | -9 | ? | -22% | -37%[inhibitor]
6	COCCCNC(=O)C[C@@H]1C[C@@]2(C(=O)OC)CC(C)(C)CC=C2N(Cc2cccc3ccccc23)C1=O
 : -0.1 | -4% | · | -4% | -4% | -3 | -12% | -14% | -14%
7	Cc1nc2ncnn2c(N2CCCC(C(=O)Nc3ccccc3Br)C2)c1C (stereo not given)
 : -5.2 | -6% | 8% | 17% | 9% | -8 | 2% | 18% | -34%[inhibitor]
8	O=C(Cn1ccc([N+](=O)[O-])n1)N1CCCCC1
 : 9.1 | -3% | -1% | 7% | 17% | 1 | 4% | -1% | i
9	O=C(CN1CCOCC1)Nc1ncc(Cc2cccc(Cl)c2)s1
 : -0.4 | -15% | 19% | 1% | 2% | 6 | ? | -7% | -31%[inhibitor]
10	O=C(CCS(=O)(=O)c1cccc2nonc12)N1CCN(c2ccc(F)cc2)CC1
 : 6.0 | -1% | 0% | -3% | 4% | · | 0% | -2% | ?
11	O=C(c1ccc(OC2CCN(C(=O)C3CC3)CC2)cc1)N(CCO)Cc1ccccc1
 : -1.1 | -3% | 5% | -12% | 3% | 1 | 11% | 1% | -9%
12	CC1(c2ccccc2)NC(=O)N(CC(=O)Nc2cccc(/C=C/c3ccccn3)c2)C1=O (stereo not given)
 : -3.1 | -10% | 8% | ? | 3% | -11 | ? | ? | -5%
13	CC1(C(=O)Nc2cnc3ccccc3c2)CCN1Cc1ccc(OC(F)(F)F)cc1 (stereo not given)
 : -0.3 | -1% | 7% | 0% | -12% | 7 | ? | -12% | -27%
14	O=C(COC(=O)c1ccccc1OCC(=O)Nc1ccc(Br)cc1)Nc1ccccc1
 : 0.0 | -5% | 1% | 15% | -1% | 1 | 8% | -16% | -21%
15	O=C(CCCN1CCN(c2ccccn2)CC1)c1ccc(F)cc1
 : 0.3 | -11% | 12%&-3% | 2% | 2% | -1 | -8% | -14% | -20%
16	CCOC(=O)[C@H](CCc1ccccc1)N[C@H]1CCc2ccccc2N(CC(=O)O)C1=O
 : -0.6 | 5% | -6% | 0% | -19% | 0 | 4% | 6% | -24%
17	COc1ccc2[nH]c3c(c2c1)CCN1C(=O)C(CC(=O)NCc2cccc(C(F)(F)F)c2)C[C@H](C(=O)N2CCOCC2)[C@@]31C (stereo not given in full)
 : -0.5 | -1% | -3% | 6% | -16% | -3 | -26% | -13% | i
18	Cc1ccc(S(=O)(=O)N2[C@@H](c3ccc(C#N)cc3)C(C(=O)O)=C[C@H]2C(C)(C)C)cc1
 : 0.3 | -20% | -5% | 2% | -10% | -2 | -11% | -14% | ?
19	C=CCNc1nc(-c2cccc(OC)c2O)nc2ccccc12
 : -1.2 | -3% | 3% | -8% | 2% | · | 0% | -7% | -18%
20	COc1cccc(NC(=S)NC(=O)/C=C/c2ccco2)c1
 : -0.2 | -26% | 1% | ? | 3% | -54* | 13% | -28% | i
21	O=C(CN1CCN(S(=O)(=O)c2ccc(Cl)cc2)CC1)Nc1ccc(N2CCOCC2)cc1
 : 0.1 | -3% | 0% | -5% | -9% | 0 | -12% | 3% | 0%
22	COC(=O)c1ccc2ccn(CC(=O)NC(C)C)c2c1
 : -2.9 | -6% | -9% | 8% | 2% | · | 3% | -2% | -11%[57.5 µM]
23	CCCCNC(=O)c1ccc2nc(-c3ccco3)c(-c3ccco3)nc2c1
 : -1.7 | 21µM* | -4% | -9% | -36%[inhibitor] | -73* | 12% | ? | i
24	CCOc1ccc(NC(=O)CN(C)C(=O)C2CC(=O)N(Cc3ccco3)C2)cc1OCC (stereo not given)
 : 1.6 | -3% | 3% | 4% | 5% | -1 | 2% | -2% | i
25	CCOC(=O)c1c(C)n(C)c2cc(-c3ccc(F)cc3)c(O)cc12
 : -0.5 | 0% | -4% | -6% | 1% | -11 | -1% | -1% | -15%
26	COc1ccc2c(c1)-c1c(sn(-c3ccc(OC)c(OC)c3)c1=S)C(C)(C)N2
 : -4.3 | -7% | 11% | -32% | -2% | 5 | ? | 3% | 0%
27	COc1ccc(CNC(=O)CC2C[C@H](C(=O)N3CCOCC3)[C@@]3(C)c4[nH]c5ccccc5c4CCN3C2=O)cc1OC (stereo not given in full)
 : 0.1 | -18% | 1% | 1% | -5% | -11 | -2% | -17% | 13%
28	Cc1ccc2c(COC(=O)c3ccccc3Br)cc(=O)oc2c1
 : -0.8 | -1% | 4% | 0% | 1% | 4 | -5% | 6% | -36%[inhibitor]
29	COc1ccc(NC(=S)N2CCN(C/C=C/c3ccccc3)CC2)c(OC)c1
 : -2.3 | -1% | 6% | 5% | -4% | -7 | ? | 4% | -30%
30	COc1cccc(Nc2nc(NCCO)nc(N3CCCC3)n2)c1
 : 0.2 | · | 15% | · | 1% | · | · | -1% | -14%
31	COC(=O)CNc1nc(Cl)nc(N2CCC(C)CC2)n1
 : 0.0 | 0% | 1% | -5% | -12% | 0 | -4% | -3% | -8%
32	C#CCNC(=O)C1=C[C@H](c2ccccc2)C[C@H](OCCCCO)O1
 : 0.0 | -6% | 0% | -4% | 12% | -1 | 13% | 9% | i
33	Fc1ccc(-c2[nH]ncc2CN2CCN(c3ccc(F)cc3)CC2)cc1
 : 2.3 | 5% | 15% | ? | -4% | 21 | ? | -3% | i
34	COc1ccc(N(Cc2ccccc2)S(=O)(=O)c2cc(C(=O)O)ccc2Cl)cc1
 : 0.0 | -13% | -1% | -4% | 10% | -4 | -11% | 3% | i
35	Cc1ccc(SCC(=O)Nc2nnc(C(C)(C)C)s2)cc1
 : -4.2 | 21µM* | 4% | -6% | -2% | 0 | 12% | -4% | -72%[inhibitor]
36	COc1cc(=O)n(C)c2c(OCC(O)C(C)(C)O)cccc12 (stereo not given)
 : 0.3 | -1% | ? | -9% | -5% | -5 | -2% | 0% | -2%
37	CC(=O)Nc1ccc(N(C)C)cc1[N+](=O)[O-]
 : 1.4 | -5% | 19% | -5% | 5% | · | 0% | -10% | 17%
38	CCOC(=O)c1[nH]c(C)c(/C(O)=C2\C(=O)C(=O)N(CCN3CCOCC3)C2c2cccs2)c1C (stereo not given)
 : -1.3 | -13% | 0% | -24% | 3% | 0 | -25% | -2% | -28%
39	NC(=O)N1OCC2COc3ccc4ccccc4c3C21 (stereo not given)
 : -0.1 | -5% | -10% | 81%[activator] | 6% | -8 | 9% | 1% | -16%[57.5 µM]
40	O=C(/C=C/[C@H]1O[C@@H](n2ccc(=O)[nH]c2=O)[C@H](O)[C@@H]1O)NCCCc1ccccc1
 : -0.4 | -10% | 14% | -1% | 3% | 0 | 24% | -1% | -11%
41	Cc1ccc(NC(=O)N2CCCc3ccccc32)cc1
 : -3.3 | -23% | 7% | 8% | 0% | -9 | -18% | -5% | i
42	CCC1(c2ccccc2)NC(=O)N(CC(=O)NCCN2C(=O)S/C(=C\c3cccnc3)C2=O)C1=O (stereo not given)
 : 0.2 | -12% | -20% | 8% | -7% | -10 | -6% | -7% | -30%
43	Cc1oc(-c2ccc(Cl)cc2)nc1CN1CCCC(C(=O)NCc2cccnc2)C1 (stereo not given)
 : -2.4 | -1% | 7% | -13% | 4% | · | -7% | 9% | 0%[57.5 µM]
